# High-throughput results as filed in PubChem BioAssay.
# SMN2 splice up = increases expression of the SMN2 splice variant. HEK293 SMN2-luciferase splicing reporter, luminescence, 30-36 h. Potency, µM (series often up to 46.1 µM), inactives show at the top dose activity change, positive = activation, hits mostly activators. actives 2.8% (n = 210,000). AID 1458; note: potency is the fitted concentration of half-maximal effect; % of control where 0% means no effect; nearly all actives have a fitted effect of over 55% in size
#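 HEK293 cells carry an SMN2 […]–luciferase reporter in which exon 7 inclusion puts luciferase in frame. Cells were plated 10-12 h before compound addition, then incubated 30-36 h at 37C. ONE-Glo luminescence was read; sodium butyrate at 4.5 mM final served as control.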
# HttQ103 aggreg = inhibitors of mutant huntingtin aggregate formation in PC12 cells; PC12 HttQ103-GFP aggregates, Acumen cytometry, 40 h; Potency, µM (doses to about 46.1 µM), for the others: top-dose activity change, negative = inhibition, hits mostly inhibitors; actives 1.1% (n = 220,000); AID 1688; note: potency is the fitted concentration of half-maximal effect; % is set by controls: 0 for no effect and ±100 for the full control effect; nearly all actives have a fitted effect of over 60% in size
#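 Ecdysone-promoter PC12 model expressing HTT exon 1 Q103 fused to GFP, induced by tebufenozide at 100 nM final. Compounds titrated; aggregates sized 1–25 µm scored on a 488 nm laser cytometer.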
# CBFb RUNX1 block = CBF-beta/RUNX1 interaction disruption; Q01196+Q13951; AlphaScreen CBFb-His/RUNX1-biotin binding, biochemical; Potency, µM (doses to about 59.8 µM), without a hit: at the highest dose activity, negative = inhibition, actives largely listed as inhibitors; 230,000 tested, under 10 active; AID 1477; note: % of control where 0% means no effect
# Target sequence (Q01196 whole entry, looked up): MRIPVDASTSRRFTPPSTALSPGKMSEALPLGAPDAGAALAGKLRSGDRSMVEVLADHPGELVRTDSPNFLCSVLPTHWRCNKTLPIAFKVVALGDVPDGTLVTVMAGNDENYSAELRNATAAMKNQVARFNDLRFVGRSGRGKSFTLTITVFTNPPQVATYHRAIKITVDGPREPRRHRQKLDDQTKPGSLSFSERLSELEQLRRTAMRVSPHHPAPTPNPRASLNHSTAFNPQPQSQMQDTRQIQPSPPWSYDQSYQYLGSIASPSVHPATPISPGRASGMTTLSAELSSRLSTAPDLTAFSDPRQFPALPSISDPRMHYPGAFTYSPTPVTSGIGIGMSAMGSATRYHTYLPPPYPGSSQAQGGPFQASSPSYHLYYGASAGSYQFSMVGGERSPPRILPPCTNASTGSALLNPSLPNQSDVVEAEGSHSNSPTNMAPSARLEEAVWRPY
# Target sequence (Q13951 whole entry, looked up): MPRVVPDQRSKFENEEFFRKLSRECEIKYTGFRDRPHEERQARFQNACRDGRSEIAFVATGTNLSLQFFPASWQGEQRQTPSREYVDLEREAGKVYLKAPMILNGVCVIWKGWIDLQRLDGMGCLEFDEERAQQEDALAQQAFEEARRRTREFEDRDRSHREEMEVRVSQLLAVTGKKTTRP
#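 AlphaScreen proximity signal reports loss of binding between His-tagged CBF-beta and biotin-labelled RUNX1, each at 30 nM. Proteins are pre-associated for 20 minutes, compounds added for 15 minutes, then beads for 90 minutes, all at ambient temperature.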
# LMNA splice mod = LMNA splicing modulation | HeLa LMNA splicing GFP/RFP minigene ratio, 48 h | Potency, µM (top dose mostly 46.1 µM), without a hit: top-dose ratio change, negative = inhibition, actives largely listed as inhibitors | actives 0.01% (n = 200,000); active = well fitted inhibition curve with a large enough effect in the signal ratio, with a control signal flat, not every such curve was filed as active; inconclusive = small, poorly fitted or top-dose-only effect, or effect the other way, or a change in a side signal; the % refers to the signal ratio; note: potency is the fitted concentration of half-maximal effect; % is set by controls: 0 for no effect and ±100 for the full control effect
#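 Read-out is the ratio of GFP to DsRed2 object intensity, acquired by 488 nm laser-scanning cytometry on HeLa lamin A-EGFP minigene reporter cells. Compound incubation 48 hrs at 37 °C in Opti-MEM with 2% FBS; DMSO 0.5% final.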
# IMPase Li inh = cell-permeable IMPase inhibitors with lithium potentiation. CHO-M1 cells, IP1 TR-FRET (IP-One), carbachol + lithium. Potency, µM (highest dose often 59.4 µM), for inactives: at the top dose activity, negative = IMPase inhibition, hits mostly inhibitors. actives 0.35% (n = 210,000). AID 1457;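 note: IP1 builds up when IMPase is blocked and the TR-FRET signal falls; potency is the fitted concentration of half-maximal effect; plate controls were basal vehicle for no effect and high inhibitor control for full effect; nearly all actives have a fitted effect of over 50% in size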
#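 Readout is a homogeneous TR-FRET IP1 immunoassay (Ex 320, Em 665 and 620), where raised cytosolic IP1 lowers signal. Cells were CHO-M1 treated 30 min at 37C with test compounds plus a little lithium; AC50 values came from Hill-equation fitting.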
# HTT ATP protect = cytoprotection in Huntington HTT-Q103 PC12 cell model; actives 0.14% (n = 230,000); PC12 HTT-Q103 induced, cytoprotection, ATP luminescence, 40 h; Potency, µM (series often up to 56.4 µM), without a hit: cytoprotection (ATP increase), most hits filed as activators;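 note: potency is the fitted concentration of half-maximal effect; % of control where 0% means no effect; nearly all actives have a fitted effect of over 45% in size; toxic huntingtin expression switched on by the ecdysone agonist tebufenozide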
#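 Compounds added alongside 100 nM tebufenozide, which induces toxic Q103 huntingtin exon 1-GFP in stable PC12 cells; surviving cells quantified by luminescent ATP measurement. Medium: phenol red-free DMEM, 5% equine and 5% calf serum.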
# Luc counter = Kinase-Glo luciferase inhibition (counter-screen) | actives 0.28% (n = 200,000) | Q27757 | Potency, µM (top dose mostly 38.3 µM), for inactives: at the highest dose activity change, negative = inhibition, usual class: inhibitors | Kinase-Glo luciferase, ATP luminescence, 8 min; note: potency is the fitted concentration of half-maximal effect; % is set by controls: 0 for no effect and ±100 for the full control effect; nearly all actives have a fitted effect of over 60% in size
#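 Inhibition of Kinase-Glo luciferase light generation was assessed at 10 uM ATP in pH 7.2 imidazole buffer, with luminescence measured after eight minutes at ambient temperature.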
# The depositor's hits bear a star; ? = inconclusive; . = not tested or not shown; & = joins results of further samples; [ ] = dose if it differs, or a comment. Unless noted, calls come from the whole dose curve; as a rule, active = well fitted curve in the direction sought with a large enough effect; inconclusive = small, poorly fitted or top-dose-only effect, or another doubt; inactive = no such curve, though single readings can be large; an effect the other way counts as inactive or inconclusive.
1	O=[N+]([O-])c1cccc(/C=C/c2nc(C=Nc3ccc4ccccc4c3)c(O)o2)c1
2	CCCc1ncc(C(O)(c2ccccc2)c2ccc(C)cc2)n1C (configuration not stated)
3	Fc1ccc(-n2nnc(-c3cnc4ccccc4c3)n2)cc1
4	O=C(Nc1nc2ccccc2[nH]1)c1ccc(Cl)c(S(=O)(=O)N2CCCC2)c1
5	O=C1/C(=C/c2ccccc2)CCC1C1CCCC1 (configuration not stated)
6	Oc1[nH]c2ccccc2c1N=Nc1ccc(F)cc1
7	COCc1cc(C)nc(Nc2ccc(C)cc2C)c1C#N
8	COc1ccc(CNC(=O)C(C)Sc2nc3ccccc3c(=O)n2CCCN2CCOCC2)cc1 (configuration not stated)
compound no.	1	2	3	4	5	6	7	8
SMN2 splice up	20%	7%	.	-19%	3%	-12%[1.84 µM]	-16%	-10%
HttQ103 aggreg	6%	5%	-4%[9.22 µM]	?	-19%	-16%	5%	-2%
CBFb RUNX1 block	1%	1%	6%	-5%	15%	-1%	11%	5%
LMNA splice mod	10%	7%	.	8%	-14%	-6%	4%	-21%[46 µM]
IMPase Li inh	0%[38.3 µM]	34%[activator]	6%	1%[38.3 µM]	1%	2%	?	10%
HTT ATP protect	-27%	-17%[10 µM]	-26%[10 µM]	-37%	-5%[10 µM]	-5%[10 µM]	16%[1.9 µM]	-45%[inhibitor]
Luc counter	-7%	0%	.	-5%	-4%	-5%	0%	1%

9	C=CCN(CC=C)c1nc2ccccc2nc1C(C#N)C(=O)OCCOC (configuration not stated)
10	CCc1nc2c(C#N)c(-c3ccc(Cl)cc3)ccn2n1
11	CCN1CCCC1CNC(=O)c1ccc(N2CCOCC2)c(NS(=O)(=O)c2ccc(OC)cc2)c1 (configuration not stated)
12	COc1ccc(CN=C2NC(=O)CC(C(=O)Nc3cc(C)cc(C)c3)S2)cc1 (configuration not stated)
13	CS(=O)(=O)N1CCC(NC(=O)Cc2ccccc2)CC1
14	CCn1c(SCC(=O)NNC(=O)c2ccco2)nnc1-c1ccco1
15	COc1ccc(S(=O)(=O)Nc2ccc(O)c(Sc3nc4ccccc4s3)c2)cc1
16	CC(=O)Nc1ccc(/C=N/Nc2nc3ccccc3[nH]2)cc1
compound no.	9	10	11	12	13	14	15	16
SMN2 splice up	-20%	-10%	-4%	17%	19%	-26%	-22%&-3%	-29%
HttQ103 aggreg	-1%	6%	-29%	?	-1%	-2%	30%	1%
CBFb RUNX1 block	3%	-1%	0%	1%	-6%	0%	-14%	-3%
LMNA splice mod	13%	-1%	.	?	1%	.	?	-22%
IMPase Li inh	7%[38.3 µM]	42%[activator][38.3 µM]	3%	0%	13%[38.3 µM]	-8%	3%	15%
HTT ATP protect	15%	-4%	-11%	.	-15%[10 µM]	-22%	26%[10 µM]	-7%[10 µM]
Luc counter	0%	-4%	3%	-1%	-11%	0%	2%	-12%

17	C=CCn1c(=O)c2ccccc2n2c(SCC(=O)c3ccccc3)nnc12
18	COc1ccc(S(=O)(=O)Nc2cc(C)ccn2)cc1OC
19	COCCOC(=O)C(CC(=O)O)NCc1ccco1 (configuration not stated)
20	Cc1cc(Cl)c(S(=O)(=O)NCc2cccnc2)cc1OCC(N)=O
21	CCOC(=O)N1CCN(C(=O)CSc2nc3c(c(=O)n2-c2ccccc2OC)SCC3)CC1
22	Cn1c(-c2sc3ccccc3c2Cl)n[nH]c1=S
23	C=C(C(C)=O)C(O)c1ccc(Cl)cc1 (configuration not stated)
24	CC(=O)c1cn(Cc2ccccc2)c(=O)[nH]c1=O
compound no.	17	18	19	20	21	22	23	24
SMN2 splice up	-15%	8%	.	9%	3%	-17%	5%	6%
HttQ103 aggreg	11%	20%	-6%[9.22 µM]	-4%	-14%	-13%	.	-11%
CBFb RUNX1 block	1%	0%	-3%	6%	0%	3%	4%	-3%
LMNA splice mod	12%	0%	.	1%	5%	?	.	8%[46 µM]
IMPase Li inh	2%[38.3 µM]	-4%[38.3 µM]	.	18%[38.3 µM]	0%[38.3 µM]	13%[38.3 µM]	-4%	3%
HTT ATP protect	-10%	-28%[0.074 µM]	5%[10 µM]	-25%	-5%	-8%	.	-34%[inhibitor]
Luc counter	9%	2%	.	0%	0%	-4%	4%	-1%

25	CC(C)(C)c1ccc(C(=O)NC(=S)Nc2ccc(N3CCOCC3)cc2)cc1
26	C=CCn1c(NCCO)nc2c1c(=O)n(C)c(=O)n2C
27	CCn1cc(CNC(=O)c2cc(Cl)ccc2OC)c(C)n1
28	N#CCOC(=O)c1c2c(nc3ccccc13)CCC2
29	Cc1ccc2nc3c(c(Nc4ccc5c(c4)OCCO5)c2c1)CCC3
30	O=C(N/N=C/c1nn(-c2ccccc2)cc1-c1ccc(Cl)cc1)c1ccncc1
31	CC(=O)c1cccc(N(C(=O)c2ccco2)C(C(=O)NC2CCCC2)c2ccc(N3CCOCC3)cc2)c1 (configuration not stated)
32	O=C(COC(=O)c1ccccc1)NCC1CCCO1 (configuration not stated)
compound no.	25	26	27	28	29	30	31	32
SMN2 splice up	2.8µM*	-12%	-18%	-2%	-40%[inhibitor]	.	.	28%
HttQ103 aggreg	2%	25µM*	9%[9.22 µM]	4%	-13%	-20%[9.22 µM]	7%[9.22 µM]	-8%
CBFb RUNX1 block	-2%	6%	2%	-10%	3%	-2%	2%	3%
LMNA splice mod	?	?	?	.	?	.	9%[46 µM]	1%
IMPase Li inh	24%	-17%[38.3 µM]	3%[38.3 µM]	13%	16%	-2%	4%	18%[38.3 µM]
HTT ATP protect	2%[10 µM]	-6%[10 µM]	-16%	-2%[10 µM]	13%[10 µM]	13%[10 µM]	-3%[10 µM]	11%
Luc counter	-3%	-3%	1%	1%	-8%	0%	-2%	-2%

33	COc1ccccc1N1CCN(CCNC(=O)Nc2cccc(C)c2C)CC1
34	CC(C)CC(NC(N)=O)C(=O)OCC(=O)N(Cc1ccccc1)Cc1ccccc1 (configuration not stated)
35	CS(=O)(=O)c1nsc2nc(=O)c(/C=C3\C=Nc4ccccc43)c(N)n12
36	CC(=O)Nc1ccc(NC2(C)C(=O)c3ccccc3C2=O)cc1
37	CC(C)c1ccc2c(c1)CCC1C(C)(CN)CCCC21C (configuration not stated)
38	O=C(O)c1cnc(-c2ccccc2)nc1C(F)(F)F
39	CC1CCCCN1CC(=O)NCc1ccc2c(c1)OCO2 (configuration not stated)
40	CC1CC(=O)N(c2ccc(Br)cc2)C(=O)C1
compound no.	33	34	35	36	37	38	39	40
SMN2 splice up	-9%	.	3%	19%	.	7%	6%	.
HttQ103 aggreg	-13%	-9%	-14%	5%	-23%[9.22 µM]	13%	-8%	-11%[9.22 µM]
CBFb RUNX1 block	-8%	-10%	-5%	2%	12%	5%	-2%	7%
LMNA splice mod	?	.	.	-2%	.	-12%[46 µM]	6%	.
IMPase Li inh	6%	-4%	6%	23%[38.3 µM]	.	0%	21%[38.3 µM]	.
HTT ATP protect	14%[10 µM]	-11%	-29%	-3%	-10%[10 µM]	-21%	29%	28%[10 µM]
Luc counter	-3%	.	-1%	1%	.	0%	-4%	.

41	C/C(CC(=O)NC(C)(C)C)=N\NC(N)=S
42	CCCCOc1ccc(C(=O)O)cc1
43	C/C(=N\NC(=O)c1ccncc1)c1cc2ccccc2oc1=O
44	Cc1cc2c(ncn2C)c(NS(=O)(=O)c2ccccc2Cl)c1C
45	COc1ccc(S(=O)(=O)N2CCC(c3cc(-c4cccc5ccccc45)n[nH]3)CC2)cc1
46	Cc1nn(CCC#N)c(N)c1C1(O)C(=O)Nc2c(Cl)cc(Cl)cc21 (configuration not stated)
47	Cc1nc2ccc(S(=O)(=O)NCC(=O)NC(C)c3ccccc3)cc2s1 (configuration not stated)
48	O=C(c1ccccc1[N+](=O)[O-])N1CCCN(C(=O)c2ccccc2[N+](=O)[O-])CC1
compound no.	41	42	43	44	45	46	47	48
SMN2 splice up	.	6%	-17%	4%	-7%	.	.	-23%
HttQ103 aggreg	14%[9.22 µM]	3%	?	26%	?	-4%[9.22 µM]	-1%	-12%
CBFb RUNX1 block	1%	0%	-15%	?	-14%	2%	8%	-8%
LMNA splice mod	?	7%	-8%	0%	-1%	.	.	-10%
IMPase Li inh	2%	2%[38.3 µM]	0%	56%[activator][38.3 µM]	4%[38.3 µM]	.	3%	1%
HTT ATP protect	6%[10 µM]	-7%	-8%[10 µM]	2%[10 µM]	-54%[inhibitor]	-23%[10 µM]	-40%[inhibitor]	.
Luc counter	-1%	-1%	3%	2%	0%	.	.	16%

# Two entries picked at random from those above:
34	CC(C)CC(NC(N)=O)C(=O)OCC(=O)N(Cc1ccccc1)Cc1ccccc1 (configuration not stated)
29	Cc1ccc2nc3c(c(Nc4ccc5c(c4)OCCO5)c2c1)CCC3
compound no.	34	29
SMN2 splice up	.	-40%[inhibitor]
HttQ103 aggreg	-9%	-13%
CBFb RUNX1 block	-10%	3%
LMNA splice mod	.	?
IMPase Li inh	-4%	16%
HTT ATP protect	-11%	13%[10 µM]
Luc counter	.	-8%

# Reformatted with tabs: entries from further up.
entry	SMILES	SMN2 splice up	HttQ103 aggreg	CBFb RUNX1 block	LMNA splice mod	IMPase Li inh	HTT ATP protect	Luc counter
44	Cc1cc2c(ncn2C)c(NS(=O)(=O)c2ccccc2Cl)c1C	4%	26%	?	0%	56%[activator][38.3 µM]	2%[10 µM]	2%
45	COc1ccc(S(=O)(=O)N2CCC(c3cc(-c4cccc5ccccc45)n[nH]3)CC2)cc1	-7%	?	-14%	-1%	4%[38.3 µM]	-54%[inhibitor]	0%
42	CCCCOc1ccc(C(=O)O)cc1	6%	3%	0%	7%	2%[38.3 µM]	-7%	-1%
46	Cc1nn(CCC#N)c(N)c1C1(O)C(=O)Nc2c(Cl)cc(Cl)cc21 (configuration not stated)	.	-4%[9.22 µM]	2%	.	.	-23%[10 µM]	.
47	Cc1nc2ccc(S(=O)(=O)NCC(=O)NC(C)c3ccccc3)cc2s1 (configuration not stated)	.	-1%	8%	.	3%	-40%[inhibitor]	.
43	C/C(=N\NC(=O)c1ccncc1)c1cc2ccccc2oc1=O	-17%	?	-15%	-8%	0%	-8%[10 µM]	3%
